Screening data (PubChem)
PHOSPHO1 block – PubChem AID 1565 | Phosphoethanolamine/phosphocholine phosphatase (Homo sapiens), Q8TCT1 | actives 1.1% (n = 290,000) | inhibition, % at 13.3 µM | recombinant PHOSPHO1, absorbance phosphatase assay; in the data active = inhibition above about 60%
IDE act – human IDE activators in live cells, primary screen, fluorescence polarization, HEK cells, FAbeta-B substrate; FAbeta-B cleavage; 0% vehicle, 100% cell-free pure enzyme wells; AID 493087, 2011; activation, % at 5.96 µM; actives 0.073% (n = 340,000);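 active = activation above the mean of all tested compounds plus 3 SD, set per screening campaign, cut at about 17% in these data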
Target sequence (P14735 whole entry, looked up): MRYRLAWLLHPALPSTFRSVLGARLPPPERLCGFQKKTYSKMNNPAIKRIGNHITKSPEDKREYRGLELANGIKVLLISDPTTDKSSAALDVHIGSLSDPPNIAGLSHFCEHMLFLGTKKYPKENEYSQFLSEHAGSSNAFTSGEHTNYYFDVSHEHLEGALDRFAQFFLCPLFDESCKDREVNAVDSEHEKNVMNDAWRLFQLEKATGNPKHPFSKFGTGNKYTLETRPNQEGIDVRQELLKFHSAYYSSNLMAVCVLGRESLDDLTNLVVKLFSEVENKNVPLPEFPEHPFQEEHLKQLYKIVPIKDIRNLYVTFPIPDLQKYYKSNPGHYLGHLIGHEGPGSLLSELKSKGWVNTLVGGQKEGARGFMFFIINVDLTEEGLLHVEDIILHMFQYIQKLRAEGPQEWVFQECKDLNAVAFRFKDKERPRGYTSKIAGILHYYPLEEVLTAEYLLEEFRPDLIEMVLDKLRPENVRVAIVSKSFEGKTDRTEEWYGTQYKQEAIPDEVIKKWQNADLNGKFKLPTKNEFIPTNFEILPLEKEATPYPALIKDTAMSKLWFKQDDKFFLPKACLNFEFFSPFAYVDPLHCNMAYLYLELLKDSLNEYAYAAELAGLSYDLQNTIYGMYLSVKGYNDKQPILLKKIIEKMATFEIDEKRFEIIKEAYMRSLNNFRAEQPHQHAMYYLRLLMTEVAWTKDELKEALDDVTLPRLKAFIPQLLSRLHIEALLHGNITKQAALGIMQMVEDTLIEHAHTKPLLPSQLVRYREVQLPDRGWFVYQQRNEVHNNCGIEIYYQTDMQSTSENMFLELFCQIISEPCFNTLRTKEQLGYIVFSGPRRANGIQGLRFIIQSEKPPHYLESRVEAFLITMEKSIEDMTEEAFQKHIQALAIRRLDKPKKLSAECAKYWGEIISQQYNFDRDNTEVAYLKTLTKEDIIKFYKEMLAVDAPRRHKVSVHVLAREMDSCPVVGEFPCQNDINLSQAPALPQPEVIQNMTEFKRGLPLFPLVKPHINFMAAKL
CRFR2-BP antag – antagonists of CRF-BP/CRF-R2 complex, primary screen, cell-based, HEK293, calcium dye fluorescence, uHTS; CRF-induced calcium fluorescence; inhibition, % at 11.8 µM; actives 0.59% (n = 350,000); AID 588475, 2011;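 active = inhibition of the ligand-induced calcium signal above about 50% at the single tested concentration, limit read from the data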
M4 PAM – human M4 muscarinic receptor positive allosteric modulators, primary screen, CHO-K1 cells, Fluo-8 calcium fluorescence. CHO-K1 hM4/Gqi5, ACh EC20; 0% = ACh EC20, 100% = maximal ACh. activation, % at 3 µM. actives 0.4% (n = 360,000). AID 624126, 2012;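 active = activation above its plate's cutoff, the mean activation of sample wells plus 3 SD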; also: some results filed as inactive read as strong as hits
CRFR2-BP ag – agonists of CRF-BP/CRF-R2 complex, primary screen, cell-based, HEK293, calcium dye fluorescence, uHTS | activation, % at 13.2 µM | calcium dye fluorescence (FLIPR); percent of saturating CRF peptide response | actives 0.46% (n = 350,000) | AID 588473, 2011 | CRF-binding protein / CRF receptor 2 complex (human);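 active = activation of at least 50%, plus an integration ratio under a set limit after plate pattern correction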;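 also: plate controls were neutral control wells without compound for no effect and CRF at EC100 for full effect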
GalR3 antag – GalR3 antagonists in HEK293 cells, primary screen, cell-based, fluorescence readout. AID 651719, 2012. actives 0.44% (n = 360,000). HEK293 GalR3-CNG cAMP membrane potential fluorescence; galR3 body fused to GalR1 C-terminus. Galanin receptor type 3 (Homo sapiens), O60755. inhibition, % at 3 µM;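 active = inhibition above the screen-wide average plus 3 SD, cut at about 13% in these data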;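 also: forskolin and galanin both at EC90 stimulate the cells; cAMP rise reported by CNG channel membrane potential dye signal; 0% = forskolin plus galanin with DMSO and 100% = forskolin alone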
pCIP destab – p/CIP-EGFP fusion destabilizers, primary screen, fluorescence, F442A cells. 16 h. actives 0.01% (n = 290,000). Q05BA5. AID 1984, 2009. decrease of EGFP signal, % at 10 µM;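 active = EGFP signal decrease of at least 30% at 10 µM or well 3 SD below plate mean, unless failing retest; inactive = the rest, including hits failing retest or dose response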; also: some compounds called inactive have numbers as strong as hits; many of its hits are not listed in these tables
IDE inh – human IDE inhibitors in live cells, primary screen, fluorescence polarization, HEK cells, FAbetaB substrate. FAbetaB cleavage. inhibition, % at 5.59 µM. AID 434962, 2010. actives 0.41% (n = 320,000);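 active = percent inhibition above the average of all tested compounds plus 3 SD, set per screening campaign, cut at about 16% in these data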;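 also: IDE supplied by intact live HEK cells; FP after avidin binding of uncleaved biotin substrate so inhibition keeps polarization high; 0% = DMSO wells and 100% = 60 µM reference IDE inhibitor Ii1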
MEKK3 PB1 HTS – modulators of MEKK3-MEK5 PB1 binding, primary screen, biochemical, wildtype MEKK3, multiplex bead flow cytometry, Alexa488-MEK5 | Mitogen-activated protein kinase kinase kinase 3 (Homo sapiens), Q99759 | bead-based flow cytometry, Alexa488-MEK5 binding to MEKK3; actives lie on both sides; 0 = blocked by unlabeled MEK5, 100 = vehicle | binding response (% of control), % at 10 µM | actives 1.4% (n = 290,000) | AID 1529, 2009;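 active = binding response more than 3 SD above or below the average of its plate-row segment, actives on both sides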;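 also: Alexa488 bead fluorescence after subtracting the streptavidin-only scavenger bead signal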
The depositor's hits bear a star; . = not tested or not shown.

PHOSPHO1 block,IDE act,CRFR2-BP antag,M4 PAM,CRFR2-BP ag,GalR3 antag,pCIP destab,IDE inh,SMILES,MEKK3 PB1 HTS
38,0,4,9,0.0,-3,7,0,CCOc1ccc(S(=O)(=O)N2CCCC(C(=O)NCC3CCCO3)C2)cc1 (stereo unspecified),101
-9,0,-7,1,-2.9,0,10,2,CC1CC(C)CN(C(=O)CSc2nnc(-c3ccc(Cl)s3)o2)C1 (stereo unspecified),94
13,-3,-7,5,-2.2,-3,13,0,COC(=O)c1ccc(NC(=O)C2CCCN2S(=O)(=O)c2ccc(C)cc2)cc1 (stereo unspecified),85
52,4,-21,0,47,.,-10,0,COc1ccc(C(=O)NCc2ccc3c(c2)cc(C)n3C)cc1,90
19,-11,-6,6,-1.3,-6,-10,-5,CCOC(=O)C1=C(C)NC(=O)NC1/C=C/c1ccccc1OC (stereo unspecified),98
26,3,-41,1,5.3,-4,0,5,CC(=O)c1c(C)[nH]c(C(=O)CN2C(=O)NC(C)(c3ccc4c(c3)OCO4)C2=O)c1C (stereo unspecified),103
15,-3,8,18,-0.3,-13,2,1,COc1ccc(Br)cc1CN1CCN(C(=O)c2cccc(OC)c2OC)CC1,103
34,5,-6,3,-0.1,1,2,5,NC(=O)c1cc(S(=O)(=O)NCCc2ccc(Cl)cc2)cs1,98
-7,-2,1,0,-3.6,4,-1,-2,CCOC(=O)c1c(C)n(C)c2ccc(OCC(O)CN3CCCCCC3)cc12 (stereo unspecified),101
-21,5,8,-4,2.0,-3,0,-4,O=C(c1sc2ccccc2c1Cl)N1CCN(c2ccccc2F)CC1,97
38,3,-4,-5,-1.9,-8,-9,2,CCS(=O)(=O)c1nc(S(=O)(=O)c2ccc(C)cc2)c(N2CCC3(CC2)OCCO3)s1,100
9,-2,-8,-4,-0.4,0,7,1,CN(C)c1nc(OCC(=O)NC(C)(C)C)nc(N(C)C)n1,104
13,5,5,0,-1.6,5,-5,-2,CC1=NNC(=O)C1CC(=O)N/N=C(\C)c1ccco1 (stereo unspecified),103
38,2,-15,-3,3.2,-6,-6,-1,N#CCc1ccc(OC(=O)c2cnccc2C(F)(F)F)cc1,104
23,-6,2,9,-1.8,-5,-2,6,Cc1cc2ccccc2c(=O)n1CC(=O)NCC(=O)N1CCN(c2ccccc2F)CC1,100
9,4,-4,6,-1.8,-8,-10,-1,COc1cccc(-c2cc(C(=O)Nc3c(C)nn(Cc4ccccc4C)c3C)no2)c1,99
34,2,-25,0,0.3,-7,0,0,CC(C)CCNC(=O)c1ccc2c(c1)N(C)C(=O)c1ccccc1S2,101
.,6,9,-2,-0.9,6,.,-1,CCOc1ccc(NC(=O)N(C2CCCCC2)C2CCN(C(C)=O)CC2)cc1,111
28,3,2,3,0.6,-8,-19,-1,O=C(NCC1CCCO1)c1ccc([N+](=O)[O-])s1 (stereo unspecified),101
46,3,4,4,-0.8,-8,6,-5,COc1cc(NC(=O)c2ccc(=O)[nH]n2)cc(OC)c1OC,104
6,1,38,-5,-1.4,-5,-2,3,O=C(CSCc1ccccc1)Nc1ccc2c(c1)OCO2,104
.,0,6,-1,1.5,-7,.,1,CN(CC(=O)Nc1ccc(F)cc1)C(=O)Cc1ccsc1,.
-60,-12,7,0,0.0,-1,-7,12,CCOC(=O)c1ccc(CSc2nnc(-c3ccncc3)n2N)cc1,103
.,2,8,-9,-1.1,-5,.,.,CC[C@]12c3[nH]c4ccc(Cl)cc4c3CCN1C(=O)[C@@H](CC(=O)NC/C=C(\C)CCC=C(C)C)C[C@@H]2C(=O)N1CCN(C(=O)c2ccco2)CC1,.
-2,1,-5,6,1.0,1,-5,-4,CCC(C)NC(=O)c1ccc([N+](=O)[O-])c(Cl)c1 (stereo unspecified),103
.,.,-12,-1,1.1,8,.,.,COCC(=O)N(C)C[C@H]1Oc2cc(C#Cc3cccnc3)ccc2S(=O)(=O)N([C@H](C)CO)C[C@H]1C,.
21,-2,9,-7,0.0,1,-14,1,COC(=O)C1=C(N)Oc2cc(C)n(CC3CCCO3)c(=O)c2C1c1ccccc1 (stereo unspecified),100
1,-3,-10,7,2.2,-2,10,5,COc1cccc(Cn2nnc(C(=O)Nc3cc(Cl)ccc3OC)c2N)c1,101
-3,0,6,1,0.3,5,-6,1,CCOC(=O)c1cc2c(ccn2C)n1Cc1ccccc1C,107
51,-2,-31,-2,-4.5,-5,2,-2,Cc1ccc(OCc2cc(C(=O)N(CCO)Cc3cccs3)no2)cc1C,102
32,-6,3,-2,1.9,-8,-2,3,O=C1CN(C(=O)/C=C/c2cc(Br)ccc2F)CCN1,101
-4,-6,21,6,7.3,3,2,4,CCOC(=O)N1CCN(C(=O)c2cn(C)c(=O)c3c2c2ccccc2n3C)CC1,96
24,-14,19,8,0.8,-5,-1,11,Cc1ccc(C)c(-n2nnnc2SCC(=O)Nc2cccc(-c3nnc4n3CCCCC4)c2)c1,102
20,0,3,8,0.5,-2,-11,1,O=C(O)C1CCN(c2ccccc2[N+](=O)[O-])CC1,100
1,1,-1,4,0.5,2,-12,2,COc1ccccc1NC(=O)CCS(=O)(=O)c1ccccc1,101
-23,3,13,11,-1.4,-4,-10,4,O=C(CNCc1ccc(Cl)cc1)NCc1ccco1,101
12,0,-4,1,-0.1,-2,-14,-3,COc1ccc(S(=O)(=O)NNC(=S)NCCc2ccccc2)c(OC)c1,104
17,3,-3,1,-0.6,-4,3,2,O=C(CSc1nnc(CNC(=O)c2ccco2)o1)Nc1ccccc1C(F)(F)F,102
-5,5,-3,4,0.1,-5,0,10,CNC(=O)C(=O)N/N=C/c1cccnc1,76
.,1,-6,0,-2.3,-6,.,-4,COc1ccc(S(=O)(=O)N2CCCCC2)cc1NC(=O)CNc1ccccc1C(C)=O,.
19,5,-12,1,-5.3,1,2,5,Cc1ccc(/C=N/Nc2ccc3ccccc3n2)o1,104
.,2,11,9,-3.0,-4,.,-3,CCOC(=O)C1=C(COC(=O)CNC(=O)c2ccc(C(C)(C)C)cc2)NC(=O)NC1C (stereo unspecified),.
-12,-4,-17,-5,-1.6,-2,-4,-2,OC(COc1ccccc1)Cn1c2ccccc2c2ccccc21 (stereo unspecified),98
.,2,-5,-13,1.0,-1,.,.,O=C1NC[C@H](Cc2ccccc2)N(CC2CCN(CCC34CC5CC(CC(C5)C3)C4)CC2)C1=O,.
36,4,30,5,-4.4,-1,3,1,COc1cc(/C=N/NC(=O)CCn2nc(C)cc2C)ccc1O,104
40,-9,15,5,1.7,-4,-9,1,CCCC(=O)Nc1ccc2nc(SCC(=O)N3CCCC3)sc2c1,94
28,-2,21,5,0.6,-10,-6,2,O=C(O)CCCCCNC(=O)OCC1c2ccccc2-c2ccccc21,100
33,2,5,-2,-1.2,0,-8,0,O=C(CCl)N(CCCNC(=O)C(F)(F)F)c1ccc([N+](=O)[O-])cc1,102
6,0,32,4,-1.7,-11,-7,1,O=C(Nc1ccccc1C(=O)NCCc1ccccc1)c1cnccn1,104
-3,7,80*,-1,2.9,-4,-22,-4,Cc1ccc(C)n1NC(=O)c1ccccc1O,97
-7,-3,-4,0,0.3,-3,-9,10,O=C(COC(=O)c1ccc(S(=O)(=O)NCc2ccco2)cc1)Nc1ccc(OC(F)F)cc1,100
.,-1,0,-1,-1.4,-1,.,5,CC1CCCN(S(=O)(=O)c2cc3c4c(c2)CCN4C(=O)CC3)C1 (stereo unspecified),.
19,4,7,4,-0.5,-5,4,-4,CN(C)c1ccccc1C(=O)c1ccccc1N(C)C,108
-1,3,14,-2,-1.2,3,-6,5,COCCNC(=S)N1CCC(c2nc(-c3ccc(F)cc3)no2)CC1,96
-26,-21,-7,-23,-0.1,.,-120,7,Nc1nc(N2CCN(C(=O)c3ccco3)CC2)nc2ccc(Br)cc12,118
47,.,-21,0,0.3,-6,5,6,CN(C)c1ccc(P(=O)(OC2CCCCC2)C(Nc2ccccc2)c2cccnc2)cc1 (stereo unspecified),95
.,3,1,0,-0.7,-4,.,2,CC(C)CN(C(=O)COC(=O)c1ccc(Cl)nc1)c1c(N)n(Cc2ccccc2)c(=O)[nH]c1=O,.
.,.,16,-2,4.4,-4,.,.,CC(=O)N(C)C[C@H]1Oc2ncc(Br)cc2C(=O)N([C@H](C)CO)C[C@@H]1C,.
34,-2,1,-1,-0.5,-8,-2,6,COc1ccccc1CNCC(=O)Nc1ccccc1-n1cccc1,95
20,-3,-8,11,0.0,1,-9,-1,COc1ccccc1C1C2=C(COC2=O)Nc2cc3c(cc21)OCO3 (stereo unspecified),104

Three entries out of the list above, ordered by the number in CRFR2-BP antag, ascending:
Molecule | CRFR2-BP antag
COc1ccc(C(=O)NCc2ccc3c(c2)cc(C)n3C)cc1 | -21
Cc1ccc(/C=N/Nc2ccc3ccccc3n2)o1 | -12
CC1CCCN(S(=O)(=O)c2cc3c4c(c2)CCN4C(=O)CC3)C1 (stereo unspecified) | 0

CRFR2-BP antag, what is marked active above.
PHOSPHO1 block,IDE act,CRFR2-BP antag,M4 PAM,CRFR2-BP ag,GalR3 antag,pCIP destab,IDE inh,SMILES,MEKK3 PB1 HTS
-3,7,80*,-1,2.9,-4,-22,-4,Cc1ccc(C)n1NC(=O)c1ccccc1O,97
